Rad51 HR inh – blocks human Rad51 in homologous recombination | hRad51 DNA strand exchange, fluorescence dequenching | inhibition, % at 10 µM | hit rate 0.085% among 200,000;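 active = inhibition above 40% at the single screening dose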;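 also: 0% = DMSO control wells and 100% = blanks with heterologous ssDNA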
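material = hRad51 filaments on single-stranded DNA | timing = filaments 15 min 37 °C, then compound 30 min | signal = FRET fluorescence dequenching, excitation 485 nm, emission 520 nm | benchmarks = control wells and blank wells on each plate | evaluation = percent inhibition relative to plate controls and blanks | compound = 10 µM final, single point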
TNF necrop inh – blocks TNF-alpha induced death of Jurkat FADD-/- cells; AID 463075; hit rate 0.068% among 220,000; Jurkat FADD-/- TNF necroptosis rescue, ATP luminescence, 24 h; 0 = TNF only, 100 = no-TNF cells; activation (protection from cell death), % at 10 µM;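 active = activation, meaning protection from cell death, of at least 50% relative to plate controls; inactive = activation below 50%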;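 also: necroptosis triggered by 40 ng/mL TNF-alpha added together with compound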
m-calpain inh – inhibitors of pig calpain II | purified calpain II, fluorogenic peptide substrate, 30 min | inhibition, % at 16 µM | hit rate 0.37% among 220,000 | AID 1236;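 active = inhibition above about 50%, limit read from the data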
Mdm2 ligase inh – blocks human Mdm2 ubiquitin ligase activity | signal enhancement, % at 5 µM | cell-based MDM2 ubiquitination luciferase reporter, 2 h; 0 = plate control, 100 = twice control, blank-subtracted | Q00987 | AID 1230 | hit rate 0.11% among 210,000;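 active = signal enhancement of 30% or more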;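 also: luminescence tracks abundance of the self-degrading MDM2-luciferase fusion protein; higher signal means inhibition of MDM2 E3 ligase activity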
Target sequence (Q00987 whole entry, looked up, the tested form may be a part): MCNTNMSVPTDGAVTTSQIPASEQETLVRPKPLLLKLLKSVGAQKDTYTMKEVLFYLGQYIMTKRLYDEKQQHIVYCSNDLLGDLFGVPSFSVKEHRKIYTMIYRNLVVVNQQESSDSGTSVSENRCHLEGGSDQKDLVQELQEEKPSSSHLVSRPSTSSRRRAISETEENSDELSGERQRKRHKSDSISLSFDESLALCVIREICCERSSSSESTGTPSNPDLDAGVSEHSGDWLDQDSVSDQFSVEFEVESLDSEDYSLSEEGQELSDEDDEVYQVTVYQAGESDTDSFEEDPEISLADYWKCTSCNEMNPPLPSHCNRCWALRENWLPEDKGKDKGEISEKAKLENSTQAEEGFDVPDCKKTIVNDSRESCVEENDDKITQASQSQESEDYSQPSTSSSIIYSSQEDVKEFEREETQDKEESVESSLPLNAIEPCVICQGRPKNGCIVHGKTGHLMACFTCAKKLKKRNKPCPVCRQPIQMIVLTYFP
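Buffer or medium: Cells held in DMEM | Assay system: Stable mammalian line carrying autodegrading MDM2–luciferase fusion reporter | Quantity: 2000 cells/well | Times: 4 h settle plus 2 h compound, 37 °C | Doses: One concentration, 5 µM, with 0.2% DMSO | Technique: Luminescence with SteadyLite reagent, 15 min at room temperature | Benchmarks: Plate controls and plate blanks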
Cl transport mod – modulators of human KCC2 chloride dependent transport; KCC2 cells, thallium flux FluoZin-2 fluorescence; hit rate 2.2% among 190,000; B-score of Tl+ flux slope (higher = more flux/activation; lower = inhibition) at 10 µM; Q9H2X9; AID 1456;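 active = thallium flux slope and its plate-corrected score both differing from the plate sample mean at a set confidence after two filtering rounds, in either direction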;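 also: slope of fluorescence scaled to starting intensity during 10 to 20 s after thallium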
PERK inh – human PERK inhibition, primary cell-based screen | Q9NZJ5 | CHO PERK-DD fusion, SEAP luminescence translation reporter | inhibition, % at 5.6 µM | hit rate 0.17% among 220,000 | AID 1416;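 active = inhibition above the mean inhibition of all tested compounds plus 3 SD, set separately per screening campaign, cut at about 2.9% in these data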;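 also: PERK kinase domain activated by AP20187 dimerizer at 100 nM; 0% = DMSO with dimerizer and 100% = rapamycin at 8.4 µM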
L929 necroptosis – L929 zVAD cell death inhibition | L929 zVAD necroptosis rescue, ATP luminescence, 24 h; with zVAD 60 µM | viability rescue, % at 10 µM | hit rate 0.38% among 220,000 | AID 1377;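 active = activation, scaled between plate controls, above about 75%, limit read from the data; inactive = activation under that limit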;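 also: 0% = zVAD with DMSO and 100% = DMSO alone without zVAD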
EBV gp42 block – EBV gp42 inhibition; Q1HVG2; Fluorescence polarization binding assay, mP read-out; inhibition, % (tested at 21.74 µM); hit rate 0.42% among 220,000; in the data active = inhibition above about 50%
Target sequence (Q1HVG2 whole entry, looked up): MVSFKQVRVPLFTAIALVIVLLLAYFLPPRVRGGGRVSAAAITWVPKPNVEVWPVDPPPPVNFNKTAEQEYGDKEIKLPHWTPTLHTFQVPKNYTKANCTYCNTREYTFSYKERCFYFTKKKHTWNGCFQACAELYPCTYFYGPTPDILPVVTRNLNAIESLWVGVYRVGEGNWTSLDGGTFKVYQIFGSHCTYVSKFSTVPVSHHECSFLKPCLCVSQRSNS
eIF4E 4G PPI – blocks eIF4E binding to eIF4G. TR-FRET eIF4E-eIF4GI(517-606) binding, 2 h. AID 782. hit rate 0.37% among 220,000. inhibition, % at 21.7 µM. P63073+Q04637;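 active = inhibition above about 30%, limit read from the data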;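 also: 0% = full FRET control wells and 100% = background wells lacking eIF4GI fragment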
* marks the source's active call; other numbers are inactive results; . = not tested or not shown; [ ] = remark or other dose. Not a hit list, and some 3.6% of all compounds hit somewhere here.

SMILES | Rad51 HR inh | TNF necrop inh | m-calpain inh | Mdm2 ligase inh | Cl transport mod | PERK inh | L929 necroptosis | EBV gp42 block | eIF4E 4G PPI
CS(=O)(=O)CCC(C(=O)OCc1ccc(Cl)cc1)N1C(=O)c2ccccc2C1=O (centres undefined) | -9 | 1.2 | 4 | -5 | -0.53 | 0.2 | -0.1 | 24 | 4
COc1cccc(-c2csc(N3CCN(C(=S)Nc4ccc(Cl)cc4)CC3)n2)c1 | 0 | -8.0 | -74 | 12 | -0.46 | -0.4 | -0.1 | -30 | -43
CCOC(=O)c1c(C)nc2c(c1-c1ccc(Cl)cc1)C(=O)CC(C)(C)C2 | -2 | -4.9 | -6 | -7 | -2.2 | 0.1 | -0.3 | 0 | -4[fluorescence artefact?]
COc1cc(OC)c(OC)cc1/C=N/NC(=O)CCc1c(C)n[nH]c1C | -18 | 4.9 | -59 | -20 | -0.12 | 0.3 | 0.7 | -1 | 5
Cc1cc(N2CCN(c3ccccc3)CC2)n2ncnc2n1 | -1 | -0.5 | 0 | 5 | -0.83 | 0.0 | 0.1 | -26 | 3
CNC(=S)NNC(=O)CSCc1c(Cl)cccc1Cl | 23 | 4.4 | 2 | 1 | 0.06 | 1.1 | 0.6 | -11 | 2
O=c1ccc(Cl)n[nH]1 | -3 | 2.0 | -7 | . | 0.26 | 0.0 | 0.2 | -1 | 4
CCCCNC(=O)COc1ccccc1[N+](=O)[O-] | 13 | 0.5 | 34 | 2 | 1.6 | 0.2 | -0.4 | -14 | 0
COc1cc(C2C(C#N)=C(N)N(Nc3ccccc3)C3=C2C(=O)CC(C)(C)C3)ccc1OCc1ccccc1 (centres undefined) | -8 | -19 | -58 | -10 | -0.5 | -0.7 | 0.7 | -16 | -2
COC(=O)/C(=C\c1ccc(O)cc1)c1nc2ccccc2[nH]1 | 3 | 1.5 | -3 | -4 | 0.021 | 1.2 | 8.9 | -16 | -3
O=C/C(=C\Nc1ccc(Cl)cn1)c1nc2ccccc2o1 | -2 | -2.6 | -16 | . | 1.1 | -0.6 | 2.2 | -17 | -3[fluorescence artefact?]
CCOC(=O)c1c(C)nc2ncccn12 | -6 | -2.6 | -370 | -16 | 0.38 | 1.0 | 0.1 | -14 | -2
Cc1ccc([N+](=O)[O-])c(OCCCNCC(C)O)c1 (centres undefined) | 4 | -0.4 | 5 | -14 | 0.84 | -0.6 | -0.5 | 7 | -2
COc1ccc(CCNC(=O)COC(=O)c2ccc(N3CCCC3=O)cc2)cc1OC | -13 | -0.2 | -12 | 6 | -1.8 | -0.2 | 8.2 | 2 | 1
COc1ccc(NC(=O)N2CCCC2)cc1OC | 2 | -0.1 | -13 | -15 | . | 1.1 | 1.3 | 5 | -4
O=C(Cc1cccc2ccccc12)N/N=C/c1ccc(O)c([N+](=O)[O-])c1 | -8 | -0.4 | -15 | -3 | 0.72 | 1.4 | 5.3 | -17 | -3
Cn1c(SCC(=O)N(Cc2ccccc2)C(C)(C)C)nc2ccccc21 | 2 | -1.2 | -6 | -20 | -1.1 | -1.6 | -1.2 | -10 | 6
CCOc1ccccc1N(CC(=O)Nc1ccc(S(=O)(=O)N2CCOCC2)cc1)S(=O)(=O)c1ccc(Cl)cc1 | . | 5.0 | -46 | -2 | 1 | 0.9 | 1.1 | -6 | -2
COc1ccccc1CNC(=O)c1ccc(-c2ccccc2Cl)o1 | -5 | 1.1 | 21 | . | -0.41 | 0.3 | 1.3 | -14 | 6
O=C(CCC(=O)OCC(=O)c1cccc([N+](=O)[O-])c1)Nc1cccc(Cl)c1Cl | -4 | -3.2 | -14 | -5 | 0.14 | 0.8 | 0.2 | -18 | 1[fluorescence artefact?]
Cc1cc(NC(=O)COc2cccnc2[N+](=O)[O-])no1 | 10 | 0.5 | 10 | -12 | -0.17 | 0.4 | 0.9 | -16 | -4
COc1ccc(N(CC(=O)Nc2ccccc2C)S(=O)(=O)c2ccccc2[N+](=O)[O-])c(OC)c1 | . | -0.4 | -54 | -4 | -1.9 | -0.3 | 0.3 | -1 | -1
O=C(Nc1nnc(SCc2ccc(F)cc2)s1)c1ccco1 | -8 | 1.6 | 10 | -63 | . | 2.1 | 1.7 | -26 | -3[fluorescence artefact?]
COc1ccc(Cc2nnc(N)s2)cc1 | -5 | -0.7 | 10 | 2 | 2.4 | 0.6 | 0.6 | -3 | -2[fluorescence artefact?]
CNCCOCC(O)CSc1ccccc1 (centres undefined) | -5 | -3.0 | -23 | -23 | 0.75 | 0.9 | -0.2 | 0 | -4
CC(=O)c1ccc(NC(=O)C(C)N(C)CC(=O)Nc2ccc(N3CCOCC3)cc2)cc1 (centres undefined) | -43 | 1.6 | -16 | -14 | -0.06 | 1.4 | 0.9 | -27 | 1
CCc1cccc(NC(=O)c2snc3c(=O)[nH]cnc23)c1 | 2 | -2.7 | -3 | -11 | -1.2 | 1.5 | -0.2 | -22 | -6
O=C(Nc1cc2c(ccc3ccccc32)oc1=O)C1CCCCC1 | . | -1.3 | -368 | -12 | . | 0.1 | 0.2 | -13 | -12
Cc1ccc(-n2cc[nH]c2=S)cc1C | 2 | 0.3 | 11 | -14 | 0.08 | 0.0 | 0.2 | 3 | -2
COC(=O)[C@@H]1C[C@H]1[C@@H](NS(=O)(=O)c1ccccc1)c1ccccc1 | 1 | -2.0 | 15 | . | -0.088 | -0.3 | 1.1 | -12 | 4
C=CCn1c(SCC(=O)Nc2nc3ccccc3s2)nc(O)c(CC)c1=O | 10 | 5.4 | -10 | 0 | -2.5 | 1.3 | 0.1 | -9 | 2
CC1CCCC(NC(=O)COC(=O)[C@@H](NC(=O)c2ccco2)C(C)C)C1C (some centres undefined) | . | -0.2 | 1 | 2 | -0.92 | 1.5 | 0.0 | -5 | 0
CC1(C)CC(=O)C2=C(C1)OC(N)=C(C#N)[C@@]21C(=O)N(CC(N)=O)c2ccccc21 | 8 | 1.1 | -8 | -8 | 0.77 | -0.7 | 0.0 | -7 | 4[fluorescence artefact?]
Cc1cc(C(=O)O)ccc1-c1ccc(CO)o1 | -2 | -0.1 | -119 | -15 | 0.044 | 0.9 | -1.7 | 1 | 3
COC(=O)c1nc(NC(=O)c2ccccc2Cl)n[nH]1 | 5 | -7.1 | -19 | -16 | -0.35 | 1.9 | -0.7 | 4 | -5[fluorescence artefact?]
CS(=O)(=O)Nc1ccc(C(=O)N2CCN(c3ccccc3)CC2)cc1 | -12 | -1.4 | 2 | -5 | 0.22 | 1.1 | 0.6 | -9 | -8[fluorescence artefact?]
CC(=O)Nc1nc(NC(=O)C(Cl)(Cl)Cl)n(-c2ccccc2)n1 | 10 | 0.5 | 16 | -12 | -2.6 | 0.8 | -0.2 | -8 | -4
COc1ccc(C(=O)Nc2cc([N+](=O)[O-])ccc2N2CCCC2)cc1 | -42 | 0.4 | -1 | -11 | -0.45 | 0.6 | 0.4 | -1 | -3
CCCCN(C)C(=O)c1cc2c(s1)-c1ccccc1S(=O)(=O)C2 | -23 | 2.6 | 17 | 0 | 0.95 | -1.4 | 0.8 | -20 | 7
COc1cc(NC(=O)CSCC(=O)Nc2cccc(C(F)(F)F)c2)c(Cl)cc1Cl | 1 | -4.2 | 9 | -2 | -0.07 | 0.2 | 0.8 | -7 | -6
Cn1cccc1C(=O)NC(=O)COC(=O)CNC(=O)CNC(=O)c1ccc(Cl)cc1Cl | -18 | 0.7 | -11 | -17 | 1.3 | 1.0 | 2.3 | 11 | 1
COc1cc2c(cc1OC)CN(C(=O)c1cccc(S(=O)(=O)N(C)C)c1)CC2 | -1 | 2.2 | -7 | 5 | -1.8 | -1.8 | 0.6 | 6 | 1
CCC(=O)N1CCc2cc(S(=O)(=O)NC(C(=O)NCc3ccccc3)C(C)C)ccc21 (centres undefined) | 3 | -1.2 | 15 | -8 | 1.3 | 0.6 | 1.4 | 2 | 4
CO/N=C/C(C#N)=C/c1ccc(OC)c(OC)c1 | -1 | -0.7 | 13 | -11 | 0.026 | -0.3 | -0.6 | -4 | -4
COc1ccc(CNC(=O)CN(CC2CCCO2)C(=O)CNS(=O)(=O)c2ccc(C)cc2)cc1 (centres undefined) | 6 | -4.6 | -13 | -3 | 0.77 | 0.0 | -0.4 | -24 | .
CCCn1c(N2CCN(CC(=O)c3c[nH]c4ccccc34)CC2)nc2c1c(=O)[nH]c(=O)n2C | -1 | -8.9 | 9 | -1 | . | 0.1 | 0.0 | -28 | 5
Cc1ccc(S(=O)(=O)N2CCCCC2)cc1NC(=O)c1ccc2c(c1)OCO2 | 0 | 1.7 | 7 | -8 | -0.54 | -0.5 | 0.8 | -5 | -1
Oc1[nH]c2ccccc2c1/C=N/c1nccs1 | . | -3.7 | 3 | -12 | 15* | -0.8 | 76* | -33 | 5
O=C(c1cc(-c2ccccc2)n[nH]1)N1CCc2c([nH]c3ccccc23)C1c1ccccn1 (centres undefined) | 2 | 1.9 | -186 | -10 | 0.097 | -0.7 | 1.5 | 1 | 1
Cn1nnnc1SCc1ccccc1[N+](=O)[O-] | -3 | 8.9 | 10 | 3 | 0.18 | 0.8 | 6.9 | -18 | -13
Cc1nn2c3c(cnc2c1-c1ccccc1)C(=O)CCC3 | -2 | -0.3 | -21 | -10 | . | 0.8 | 1.4 | -28 | 2

Compounds from the list above that contain two or more sulfur atoms:
SMILES | Rad51 HR inh | TNF necrop inh | m-calpain inh | Mdm2 ligase inh | Cl transport mod | PERK inh | L929 necroptosis | EBV gp42 block | eIF4E 4G PPI
COc1cccc(-c2csc(N3CCN(C(=S)Nc4ccc(Cl)cc4)CC3)n2)c1 | 0 | -8.0 | -74 | 12 | -0.46 | -0.4 | -0.1 | -30 | -43
CNC(=S)NNC(=O)CSCc1c(Cl)cccc1Cl | 23 | 4.4 | 2 | 1 | 0.06 | 1.1 | 0.6 | -11 | 2
CCOc1ccccc1N(CC(=O)Nc1ccc(S(=O)(=O)N2CCOCC2)cc1)S(=O)(=O)c1ccc(Cl)cc1 | . | 5.0 | -46 | -2 | 1 | 0.9 | 1.1 | -6 | -2
O=C(Nc1nnc(SCc2ccc(F)cc2)s1)c1ccco1 | -8 | 1.6 | 10 | -63 | . | 2.1 | 1.7 | -26 | -3[fluorescence artefact?]
C=CCn1c(SCC(=O)Nc2nc3ccccc3s2)nc(O)c(CC)c1=O | 10 | 5.4 | -10 | 0 | -2.5 | 1.3 | 0.1 | -9 | 2
CCCCN(C)C(=O)c1cc2c(s1)-c1ccccc1S(=O)(=O)C2 | -23 | 2.6 | 17 | 0 | 0.95 | -1.4 | 0.8 | -20 | 7

Source: PubChem (several laboratories)
